Source: PubChem (Broad Institute)
S100A4 inh HTS = blocks human S100A4 binding to myosin IIA peptide. P26447. S100A4/TAMRA-MyoIIA peptide fluorescence polarization. inhibition, % at 10.7 µM. actives 0.14% (n = 360,000). AID 652163;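 active = mean inhibition of at least 70% across replicates, with every replicate also reaching that level; inconclusive = mean inhibition reaches 70% but some replicates fall short; inactive = mean inhibition below 70%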
Target sequence (P26447 whole entry, looked up): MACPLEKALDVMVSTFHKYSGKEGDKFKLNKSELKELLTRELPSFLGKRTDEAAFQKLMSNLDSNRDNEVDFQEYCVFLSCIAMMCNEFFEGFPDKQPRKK
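Assay system: human S100A4 monomer with TAMRA-labelled myosin IIA peptide / Buffer or medium: Calcium-containing HEPES buffer, pH 7.2 / Reagent: TAMRA-labelled myosin IIA heavy-chain peptide probe, 5 nM / Compound: one dose per compound / Timing: polarization read 5 min after assay mix addition, stable 5–60 min / Benchmarks: neutral control DMSO, positive control TFP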
LGR2 antag = Drosophila LGR2 receptor signaling inhibition; HEK293 LGR2, CRE-luciferase, bursicon-stimulated, 4 h; inhibition, % at 9.99 µM; actives 0.35% (n = 380,000); AID 720647;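 active = drop in luminescence signal, shown as inhibition above about 50% in the replicate tests, limit read from the data, passing the limit was not always enough; inconclusive = probably only some replicates passing the limit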;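 note: agonist challenge used bursicon conditioned medium at about half maximal strength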
FN deposition inh = fibronectin deposition inhibition. AH1F fibroblasts, Alexa488-fibronectin deposition fluorescence, overnight. inhibition, % at 12.6 µM. actives 0.086% (n = 350,000). AID 743247;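 active = mean inhibition across replicates of 30% or more, regardless of how many single replicates reach that level; inconclusive = mean under 30% yet at least half of replicates reach 30%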;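 note: positive control wells lacked labelled fibronectin entirely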
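Test system: AH1F fibroblast monolayer depositing Alexa488-labelled fibronectin into matrix. Input: 10000 cells per well. Technique: fluorescence, ex 485 nm, em 525 nm. Buffer or medium: DMEM plus 2% serum, read in PBS. Timing: 1 h cell adhesion before compound, then overnight fibronectin incubation. Compound: single dose, pinned. Read-out basis: inhibition from reduced deposited-fibronectin fluorescence.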
C2C12 statin = suppression of simvastatin myotoxicity. C2C12 myotubes + simvastatin, ATP luminescence, 48 h; scaled: DMSO 0, geranylgeraniol control 100. rescue of ATP level, % at 7.49 µM. actives 0.78% (n = 330,000);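 active = mean ATP rescue above about 67%, or every replicate alone reaching that limit, limit read from the data, passing the limit was not always enough; inconclusive = no clear call, values can overlap the other calls; inactive = mean under the limit and some replicate under it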;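 note: myotubes were challenged with 10 µM simvastatin during compound exposure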
Casp6 inh = inhibitors of human caspase-6. P55212. purified caspase-6, Z-VEID-R110 cleavage fluorescence. inhibition, % at 12.5 µM. actives 0.53% (n = 350,000);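 active = mean inhibition across replicates at least about 35%, with every replicate also reaching that limit, limit read from the data; inconclusive = only one of the two criteria met; inactive = neither criterion met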;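 note: 0% = median of neutral control wells and 100% = no fluorescence left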
Target sequence (P55212 24-179 limits assumed): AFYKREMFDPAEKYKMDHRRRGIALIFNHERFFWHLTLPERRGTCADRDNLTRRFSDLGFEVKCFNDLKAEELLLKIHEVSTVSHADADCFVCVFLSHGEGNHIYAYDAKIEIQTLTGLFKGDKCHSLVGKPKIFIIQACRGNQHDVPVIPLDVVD
Target sequence (P55212 194-293 limits assumed): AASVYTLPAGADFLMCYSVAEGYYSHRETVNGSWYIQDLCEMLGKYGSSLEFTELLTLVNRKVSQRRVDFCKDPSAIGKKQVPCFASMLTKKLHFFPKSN
esBAF inh = SWI/SNF esBAF complex inhibition; mouse ES cells, Bmi1-luciferase knock-in reporter, 24 h; 100% = twice the neutral-well signal; reporter increase, % at 12.5 µM; actives 2% (n = 350,000); AID 602393; in the data active = activation above about 40%; inconclusive = no clear call, values can overlap the other calls;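 note: 0% = median of the plate's neutral control wells and 100% = double that signal; a rise in the Bmi1 reporter signal indicates esBAF inhibition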
SIRT5 block = sirtuin-5 (human) deacylase inhibition; Q9NXA8; Purified SirT5, succinyl-peptide AMC, trypsin-coupled fluorescence; inhibition, % at 15 µM; actives 1.1% (n = 330,000); AID 652115; in the data active = inhibition above about 15%; inconclusive = no clear call, values can overlap the other calls
Target sequence (Q9NXA8 whole entry, looked up): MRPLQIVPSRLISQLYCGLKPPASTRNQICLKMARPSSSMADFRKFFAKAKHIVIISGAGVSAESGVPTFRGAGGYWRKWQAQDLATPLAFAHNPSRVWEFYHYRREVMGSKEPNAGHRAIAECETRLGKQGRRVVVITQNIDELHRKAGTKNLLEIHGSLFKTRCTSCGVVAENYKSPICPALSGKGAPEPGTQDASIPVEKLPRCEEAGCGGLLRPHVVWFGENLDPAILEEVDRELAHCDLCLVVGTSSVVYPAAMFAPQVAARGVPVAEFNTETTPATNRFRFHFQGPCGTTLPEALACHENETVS
* hit, by the source's call; ? = inconclusive; . = not tested or not shown; & = joins results of further samples. Not all compounds are listed; rates above refer to the full screens.

SMILES	S100A4 inh HTS	LGR2 antag	FN deposition inh	C2C12 statin	Casp6 inh	esBAF inh	SIRT5 block
Cc1cc(C)nc(Nc2ccc(Cl)cc2C)n1	-4	-1	2	-26	5	17	2
C=CCn1cccc(C(=O)Nc2ccc(C)c(Cl)c2)c1=O	-2	-101	4	-4	-5	?	-1
Cc1ccc(S(=O)(=O)N(C)C[C@@H]2Oc3ccc(NS(=O)(=O)c4cn(C)cn4)cc3CC(=O)N([C@@H](C)CO)C[C@H]2C)cc1	.	-5	.	-4	.	2	.
Cc1noc(C)c1COC(=O)Cc1ccc(Br)cc1	-1	.	3	.	-4	.	-2
C[C@@H]1CN([C@H](C)CO)S(=O)(=O)c2ccc(C#CC3CC3)cc2O[C@H]1CN(C)C	0	4	.	6	0	0	-1
CN(Cc1cnccn1)Cc1nc(Cc2ccccc2F)no1	-1	-6	.	3	.	2	-2
C[C@H]1CN([C@@H](C)CO)S(=O)(=O)c2ccc(-c3ccc(C#N)cc3)cc2O[C@@H]1CN(C)C(=O)CN(C)C	-4	-1	2	-1	-1	-2	2
O=C1N[C@H](Cc2ccccc2)COC(=O)[C@H](Cc2ccc(F)cc2)C/C=C\C[C@H]1CC(=O)N(CCO)Cc1ccccc1	-4	7	1	7	2	1	-1
Cc1ccc(C)c(N2CCN(S(=O)(=O)c3cn(C)cn3)CC2)c1	-5	0	-8	10	-1	-4	-5
COc1cccc(CNC(=O)C(=O)NCC2CCCN2S(=O)(=O)c2cc(C)ccc2C)c1 (configuration not stated)	9	5	5	18	-3	-8	3
NS(=O)(=O)c1cccc(NC(=O)CN2C(=O)C(=O)N(Cc3ccccc3)C2=O)c1	10	13	-3	-5	1	.	-5
O=C(CN1CCN(c2ccccc2)CC1)Nc1ccc(-n2cnnn2)cc1	0	5	.	6	-1	0	2
O=c1oc(-c2ccc([N+](=O)[O-])cc2)nc2ccc(O)cc12	2	-2	.	4	0	-1	1
CCC(C)C(NC(=O)C1CCC(C)CC1)C(=O)Nc1cc(OC)ccc1OC (configuration not stated)	.	.	1	11	.	2	.
COCCn1c(SCC(=O)Nc2ccc(C)cc2)nc2c(oc3ccccc32)c1=O	.	13	-10	10	.	2	.
NC(=O)c1ncn([C@@H]2O[C@H](CNC(=O)[C@@H](N)Cc3cccnc3)[C@@H](O)[C@H]2O)n1	2	-35	3	-1	4	0	2
CCOc1ccccc1NC(=O)c1ccc(S(=O)(=O)N(C)C)cc1	.	.	2	-14	.	-4	.
C[C@H]1CN([C@@H](C)CO)C(=O)Cc2cc(NC(=O)Nc3ccccc3)ccc2O[C@@H]1CN(C)Cc1ccc(Cl)c(Cl)c1	10	0	.	32	-2	-2	1
CNC[C@@H]1OCc2ccccc2-c2c(n(C)c3ccccc23)C(=O)N([C@@H](C)CO)C[C@@H]1C	-1	3	2&7	.	3	.	1
COc1ccc(-c2cc(C(=O)N3CCOCC3)c3cc(C)ccc3n2)cc1	6	.	2	-1	.	13	.
Cc1ccc2nc(Cl)c(/C=N/Nc3nc(C)cc(C)n3)c(=O)n2c1	-9	8	4	.	1	.	2
CCOC(=O)C1CCCN(C(=O)c2cccc(S(=O)(=O)N(Cc3ccccc3)c3ccccc3OC)c2)C1 (configuration not stated)	-3	-10	5	-2	1	0	2
CN(C)CCCNc1nc2cc(-c3ccc(C(=O)N4CCN(C)CC4)cc3)sc2c(=O)n1C	4	-29	-6	-5	-47	-7	1
Cc1nn(C)cc1NC(=O)C[C@@H]1CC[C@@H]2[C@H](COc3ccc(NC(=O)C4CCC4)cc3C(=O)N2C)O1	0	11	4	-3	-1	1	5
Cc1ccc(NC(=O)C/C(N)=N/OC(=O)Nc2cccc(C)c2)cc1	3	-30	-10	7	-3	11	-2

3 of the entries above in order of their number in SIRT5 block, largest number first:
structure,SIRT5 block
Cc1nn(C)cc1NC(=O)C[C@@H]1CC[C@@H]2[C@H](COc3ccc(NC(=O)C4CCC4)cc3C(=O)N2C)O1,5
C[C@H]1CN([C@@H](C)CO)C(=O)Cc2cc(NC(=O)Nc3ccccc3)ccc2O[C@@H]1CN(C)Cc1ccc(Cl)c(Cl)c1,1
C=CCn1cccc(C(=O)Nc2ccc(C)c(Cl)c2)c1=O,-1

The results go on.
SMILES	S100A4 inh HTS	LGR2 antag	FN deposition inh	C2C12 statin	Casp6 inh	esBAF inh	SIRT5 block
Cc1ccc(CNC(=O)c2ccc(CN3CCOCC3)cc2)cc1	.	.	-1	-2	.	5	.
O=C(O/N=C1/CCCc2occc21)c1ccccc1	.	-30	.	-25	.	-3	.
COc1ccc(C2Nc3ccccc3C(=O)N2NS(C)(=O)=O)cc1OC (configuration not stated)	9	-4	-1	1	1	4	-8
CCc1nnc(NC(=O)CCC(=O)NC2CCCCCC2)s1	2	4	4	-2	-2	-8	-1
C[C@H](O)C#Cc1cnc2c(c1)C(=O)N([C@@H](C)CO)C[C@@H](C)[C@H](CN(C)C(=O)CC1CC1)O2	4	-43	-12	14	-1	5	6
O=C(COC(=O)[C@H](Cc1ccccc1)NC(=O)c1ccco1)Nc1ccccc1OC(F)F	8	-15	0	-9	-1	-2	-1
COc1ccc(S(=O)(=O)N2CCCCN3[C@H](CO)[C@@H](c4ccc(C5=CCCC5)cc4)[C@H]3C2)cc1	.	-15	.	-2	.	-1	.
Cn1c(-c2ccc(C(F)(F)F)cc2)cc2onc(-c3ccccc3)c2c1=O	-1	-3	2	9	-1	3	-1
CCCC#Cc1cnc2c(c1)C(=O)N([C@@H](C)CO)C[C@H](C)[C@H](CN(C)Cc1ccncc1)O2	1	14	0	9	-7	-1	2
Cc1cc(N/N=C/c2ccccc2Br)nc2ccccc12	1	-13	3	.	1	.	-1
Cc1noc(C)c1NC(=O)Nc1ccc2c(c1)CC(=O)N([C@H](C)CO)C[C@@H](C)[C@H](CN(C)Cc1ccccc1)O2	3	3	.	-3	-1	0	2
O=C(NNC(=O)C1COc2ccccc2O1)c1ccccc1O (configuration not stated)	-4	6	6	8	-3	-5	0
Cc1noc(C)c1S(=O)(=O)N(C)C[C@H]1Oc2ccc(NC(=O)C3CC3)cc2CC(=O)N([C@@H](C)CO)C[C@H]1C	?	7	.	-30	4	2	1
CCCNC(=O)N1C[C@@H](C)[C@H](OC)CN(C)C(=O)c2cc(NC(=O)CC)ccc2OC[C@@H]1C	5	9	-2	19	1	1	0
COc1ccc(Cl)c2sc(N(Cc3cccnc3)C(C)=O)nc12	0	3	-3	7	-4	1	-4
O=C(Nc1cc(Cl)ccc1N1CCOCC1)c1ccncc1	-4	-15	1	4	-5	-11	-9
O=C(CCCN1C(=O)c2cccc3cccc(c23)C1=O)Nc1nccs1	0	34	6	.	-1	.	-1
CCn1c(C)c(C)c2cc(C(=O)N3CCN(c4cccc(C)c4C)CC3)ccc21	-33	6	-2	11	-1	8	1
CN(C)C(=O)c1cccc(-c2ccccc2[C@H]2[C@@H](CO)N(C(=O)C3CC3)[C@H]2C#N)c1	-18	1	-4	.	1	.	10
CCN(C(=O)C1CCN(S(=O)(=O)c2ccc3c(c2)oc(=O)n3C)CC1)c1cccc(C)c1	18	-11	-2	0	4	1	.
COc1ccc(S(=O)(=O)N2CCOC2CNC(=O)C(=O)NCCCN(C)C)cc1C (configuration not stated)	2	30	.	.	-159	.	-3
COc1ccc(/C=C/C(=O)NCC(=O)N/N=C(/C)c2ccc(Cl)cc2)cc1	0	10	-19	0	4	-4	0
Cc1nc2ccccc2n1CCN1CCOCC1	1	9	3	6	0	0	0
CCOCCCNC(=O)c1ccc2c(c1)N=C(CC)c1cc(Br)ccc1S2	-2	2	-9	.	-1	.	17*
COc1cccc(C(=O)OCCNC(=O)c2cccnc2)c1	-3	0	13	-7	1	-3	-2

(further entries)
SMILES	S100A4 inh HTS	LGR2 antag	FN deposition inh	C2C12 statin	Casp6 inh	esBAF inh	SIRT5 block
Cc1ccc(S(=O)(=O)N2C[C@H](O)COC[C@H]3O[C@@H](CC(=O)NCc4ccc(Cl)c(Cl)c4)CC[C@@H]32)cc1	10	6	-9	-29	3	0	-1
Cc1ccc(N(CC(O)CN2C(=O)NC(C)(C)C2=O)S(=O)(=O)c2ccc([N+](=O)[O-])cc2)cc1 (configuration not stated)	-1	-1	-6	3	3	1	-7
COc1ccc(C2/C=C\CN(C(=O)OCc3ccccc3)CC(=O)N2Cc2ccc(F)cc2)cc1 (configuration not stated)	1	14	6	12	0	-2	2
COc1ccc(C(C(=O)NC2CCCCC2)N(C(=O)CCCC(=O)Nc2ccccn2)c2ccc3c(c2)OCCO3)cc1 (configuration not stated)	-7	0	.	-7	1	-5	-2
O=C([C@H]1[C@H](CO)[C@H]2Cn3c(cccc3=O)[C@H]2N1Cc1ccncc1)N1CCCCC1	8	27	.	-9	-2	-4	0
Cc1nc2ccccn2c1C(=O)N/N=C/c1ccc([N+](=O)[O-])o1	-2	22	-3	.	16	.	2
CC1(NC(=O)Nc2ccccc2)CCS(=O)(=O)C1 (configuration not stated)	-3	1	-15	-1	-2	-7	0
CCCC(=O)Nc1nc(C)c(-c2csc(Nc3ccccc3OC)n2)s1	-3	2	13	-2	4	-3	-2
Cc1ccc(N2CCN(C(=O)c3cc(C(=O)c4ccccc4C)c[nH]3)CC2)c(C)c1	-11	-1	-2	7	0	7	-3
Cc1ccc(CNC(=O)CCS(=O)(=O)c2ccc(Br)s2)o1	.	11	3	47	.	-1	.
Cc1ncc(CO)c(/C=N/NC(=O)c2cc3c(s2)CCCC3)c1O	-2	24	3	.	-3	.	-3
COC(=O)C1CCN(C(=O)c2cc(-c3ccc(Cl)s3)nc3ccccc23)CC1	0	50	13	-5	1	-22	0
CCOc1ccc(N=C(C)C2=C(O)c3ccccc3C2=O)cc1	2	.	-4	.	1	.	-5
O=C(c1cc2cc([N+](=O)[O-])ccc2oc1=O)N1CCN(C2CCCCC2)CC1	-4	2	-4	6	3	-7	-11
COCCCNC(=O)Cc1c(C)c2c(cc(C)c3c(C(C)(C)C)coc32)oc1=O	-2	-17	-27	-89	6	0	-6
CCOc1ccccc1CN1CCC(n2nccc2NC(=O)CCCc2ccccc2)CC1	-2	0	-6	-14	-5	5	-1
Cc1cc(OCc2cc(C(=O)N(C)CCOc3ccccc3)no2)cc(C)c1Cl	-1	7	-7	-2	2	0	0
COc1ccc(C(=O)NC(C(=O)OCC(=O)Nc2sccc2C(N)=O)C(C)C)cc1 (configuration not stated)	-6	0	-11	7	14	14	1
CC(C)NC(=O)N(C)C[C@H]1OCCCC[C@H](C)Oc2ccc(NC(=O)CCC(F)(F)F)cc2C(=O)N([C@H](C)CO)C[C@@H]1C	-4	-8	3	.	2	.	2
Cc1noc(C)c1C(=O)Nc1sc2c(c1C(N)=O)CCCCC2	-7	-23	.	3	3	-3	2
COc1ccc(C2C(C(=O)c3ccco3)=C(O)C(=O)N2CC2CCCO2)c(OC)c1 (configuration not stated)	6	-1	1	4	-1	-2	-6
CC(OC(=O)c1cc2c(ccc3ccccc32)oc1=O)c1nc2ccccc2s1 (configuration not stated)	2	3	.	-2	-1	-4	0
CC(NC(=O)c1cccs1)c1ccc(Cl)cc1 (configuration not stated)	3	3	-1	5	-1	6	-1

A stretch from the list above:
SMILES	S100A4 inh HTS	LGR2 antag	FN deposition inh	C2C12 statin	Casp6 inh	esBAF inh	SIRT5 block
Cc1ccc(S(=O)(=O)N2C[C@H](O)COC[C@H]3O[C@@H](CC(=O)NCc4ccc(Cl)c(Cl)c4)CC[C@@H]32)cc1	10	6	-9	-29	3	0	-1
Cc1ccc(N(CC(O)CN2C(=O)NC(C)(C)C2=O)S(=O)(=O)c2ccc([N+](=O)[O-])cc2)cc1 (configuration not stated)	-1	-1	-6	3	3	1	-7
COc1ccc(C2/C=C\CN(C(=O)OCc3ccccc3)CC(=O)N2Cc2ccc(F)cc2)cc1 (configuration not stated)	1	14	6	12	0	-2	2
